High-throughput results (PubChem BioAssay)
KKLEB cytotox: CF airway cell cytotoxicity counter-screen | KKLEB CF airway cells viability, ATPlite luminescence, overnight; stronger effect = lower value; cells stimulated with P. aeruginosa culture filtrate | activity change (cytotoxicity), % at 5 µM | 0.36% of 360,000 active;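 active means corrected activity change at or below -50% at 5 µM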
NR5A2 inv ag: suppresses constitutive activity of human LRH-1; O00482; HEK293T StAR-luciferase reporter, LRH-1 transfected, 24 h; inhibition, % at 3.6 µM; 0.13% of 360,000 active; AID 602396;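 active means inhibition above the mean inhibition of all tested compounds plus 3 SD, cut at about 73% in these data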;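 further: 0% = DMSO wells and 100% = reporter-only cells lacking LRH-1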
Target sequence (O00482 whole entry, looked up): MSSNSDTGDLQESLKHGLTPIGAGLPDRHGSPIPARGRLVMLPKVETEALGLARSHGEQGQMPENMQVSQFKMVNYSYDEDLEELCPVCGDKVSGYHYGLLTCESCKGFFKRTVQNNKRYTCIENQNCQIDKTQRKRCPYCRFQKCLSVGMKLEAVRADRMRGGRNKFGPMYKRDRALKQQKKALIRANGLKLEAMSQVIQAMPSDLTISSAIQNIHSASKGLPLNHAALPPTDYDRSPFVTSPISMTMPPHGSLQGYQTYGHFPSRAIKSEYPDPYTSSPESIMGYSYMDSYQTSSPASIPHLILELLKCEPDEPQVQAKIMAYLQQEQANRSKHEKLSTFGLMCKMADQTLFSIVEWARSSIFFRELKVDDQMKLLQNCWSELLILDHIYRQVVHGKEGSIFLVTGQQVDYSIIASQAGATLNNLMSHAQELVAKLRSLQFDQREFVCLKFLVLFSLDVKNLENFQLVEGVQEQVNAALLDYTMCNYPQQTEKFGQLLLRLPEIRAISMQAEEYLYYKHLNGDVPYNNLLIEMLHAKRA
TWEAK-Fn14 inh: blocks TWEAK-Fn14 interaction in a reporter cell assay; AID 1159606; TWEAK-stimulated Fn14 reporter cells, luciferase luminescence, 8 h; inhibition, % at 10 µM; 2% of 360,000 active; in the data active means inhibition above about 50%
SRC2 inh: inhibits human steroid receptor coactivator 2 | HEK293 GAL4-SRC2 luciferase reporter, luminescence | inhibition, % at 9 µM | Q15596 | AID 651957 | 0.17% of 370,000 active;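 active means inhibition above the mean inhibition of all tested compounds plus 3 SD, set per campaign, cut at about 52% in these data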;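 further: 0% = DMSO treated cells and 100% = cells given Gossypol at 36 µM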
CF NFkB inh: blocks PAF-induced NF-kB reporter in cystic fibrosis cells. 0.86% of 360,000 active. inhibition, % at 5 µM. KKLEB NF-kB-GFP reporter, GFP fluorescence overnight. AID 588850;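 active means at least 50% inhibition at 5 µM, scaled per plate between neutral and stimulator controls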;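 further: PAF is a Pseudomonas aeruginosa culture filtrate used as stimulus; plate controls were PAF-stimulated DMSO wells for no effect and unstimulated DMSO wells for full effect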
TRAIL sens C8: sensitizes caspase-8 expressing cells to TRAIL; NB7+C8 cells + TRAIL, ATPlite viability luminescence; inhibition (viability loss, TRAIL sensitization), % at 10 µM; 1% of 360,000 active;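 active means compounds causing at least 50% loss of cell viability in the single-dose screen, relative to plate controls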
TROY signal inh: TROY signaling inhibition. Q293 LMP1-TROYcd NF-kB luciferase reporter, 4 h. inhibition, % at 10 µM. 0.98% of 360,000 active;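 active means compounds whose plate-normalised and pattern-corrected inhibition of the luciferase reporter signal at the single screening dose is 50% or more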
SRC1 inh: human NCOA1 inhibition | Q15788 | inhibition, % at 3.6 µM | 0.12% of 360,000 active | HEK293 GAL4-SRC1 luciferase reporter, luminescence;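 active means inhibition above the campaign mean plus 3 SD, with each screening campaign given its own cutoff, cut at about 60% in these data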;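 further: 0% = DMSO treated cells and 100% = gossypol at 36 µM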
COUP-TFII inh: blocks human COUP-TFII nuclear receptor. inhibition, % at 8.6 µM. P24468. AID 686940. HEK293T NGFI-A luciferase reporter, luminescence. 0.7% of 370,000 active;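 active means inhibition above a per-plate cutoff, mean inhibition of test wells between control levels plus 3 SD, cut at about 38% in these data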;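 further: cells cotransfected with COUP-TFII expression vector driving the NGFI-A reporter; 0% = median of COUP-TF2 test wells and 100% = reporter-only cells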
Target sequence (P24468 whole entry, looked up): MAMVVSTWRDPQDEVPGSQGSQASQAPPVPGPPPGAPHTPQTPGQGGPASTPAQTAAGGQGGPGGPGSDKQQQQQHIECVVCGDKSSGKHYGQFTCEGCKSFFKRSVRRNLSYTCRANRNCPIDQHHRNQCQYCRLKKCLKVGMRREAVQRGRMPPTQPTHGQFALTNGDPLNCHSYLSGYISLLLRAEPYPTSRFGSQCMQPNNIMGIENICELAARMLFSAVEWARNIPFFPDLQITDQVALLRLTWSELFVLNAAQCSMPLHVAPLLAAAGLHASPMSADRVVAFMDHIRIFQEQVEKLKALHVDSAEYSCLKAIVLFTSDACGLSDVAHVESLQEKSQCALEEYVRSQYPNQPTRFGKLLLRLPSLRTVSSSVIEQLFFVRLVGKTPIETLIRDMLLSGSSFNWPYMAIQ
NCOA3 inh: human NCOA3 inhibition; AID 588352; HEK293 GAL4-SRC3 luciferase reporter, luminescence; inhibition, % at 3.6 µM; 0.17% of 360,000 active;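 active means inhibition above a per-campaign cutoff, the mean of all compounds plus 3 SD, cut at about 60% in these data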;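 further: 0% = DMSO-treated cells and 100% = gossypol-treated cells at 36 µM; higher means less SRC3-driven luciferase light from the GAL4 reporter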
LMP1 NFkB inh: Epstein-Barr LMP1 NF-kappaB reporter inhibition; LMP1-induced NF-kappaB luciferase reporter cells, luminescence; inhibition, % at 12.5 µM; 0.69% of 350,000 active; AID 504558; in the data active means inhibition above about 41%;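 further: 0% = neutral control wells and 100% = reference inhibitor control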
Numbers without * were called inactive; / = not tested or not shown; & = joins results of further samples. Random draw from the library; about 4.2% have a hit in one of these screens.

1. CCOc1cc(Cl)c(S(=O)(=O)NCCCN2CCOCC2)cc1Cl
2. CCC(C)[C@H]1CNC(=O)C(=O)N1CC(C)(C)C (stereo partly drawn)
3. Cc1cc(C)c[n+](-c2nc3ccccc3nc2C(=C=[N-])C#N)c1
4. O=C1Cc2cc(S(=O)(=O)N3CCN(c4cccc(Cl)c4)CC3)ccc2N1
5. COc1ccc(/C=C/C(=O)OCC(=O)c2ccc3c(c2)NC(=O)CO3)c(OC)c1
6. CCc1ccc(CN(C)C(=O)c2cc(COc3ccc(-n4cncn4)cc3)on2)cc1
7. Cn1c(=O)c2c(ncn2CC(=O)OCC(=O)c2ccc(OC(F)F)cc2OC(F)F)n(C)c1=O
8. O=C(CC(CC(=O)c1ccccc1)C(=O)O)c1ccccc1

Screen / compound no. | 1 | 2 | 3 | 4 | 5 | 6 | 7 | 8
KKLEB cytotox | 14 | / | -6&-3 | -4 | -1 | -3 | -8 | -1
NR5A2 inv ag | 4 | -4 | 9&-4 | -12 | -5 | -3 | -24 | 3
TWEAK-Fn14 inh | 3 | -1 | -14&2 | -2 | 20 | 16 | 11 | 7
SRC2 inh | -7 | -5 | 18&-19 | 11 | 4 | -3 | -28 | -15
CF NFkB inh | -4 | / | 8&10 | 13 | 7 | 3 | 2 | -2
TRAIL sens C8 | 5 | 6 | -4&3 | -13 | -11 | 13 | 11 | 1
TROY signal inh | 12 | -18 | 13&18 | 12 | 14 | 3 | -1 | -12
SRC1 inh | -5 | / | 2&-9 | 12 | -18 | -3 | 4 | -10
COUP-TFII inh | 2 | 8 | 5&-10 | 18 | 8 | 15 | 2 | 17
NCOA3 inh | 10 | / | 5&-5 | 2 | -1 | 14 | 3 | -12
LMP1 NFkB inh | -7 | / | 0&4 | -3 | 3 | -2 | 17 | -8

9. Cc1cc(NC(=O)Cn2c(C)nc3ccccc3c2=O)ccc1Br
10. COC(=O)c1ccc(/C=C/C(=O)OCC(=O)Nc2cc(C)on2)cc1
11. CCOC(=O)c1cn(CC2CC2)c2cc(F)c(F)cc2c1=O
12. Cc1cccc(-n2c(Cn3nc(C)c([N+](=O)[O-])c3C)n[nH]c2=S)c1
13. O=C(CCn1nc(-c2ccc(Cl)cc2)ccc1=O)N1CCN(c2ccc(F)cc2)CC1
14. COc1ccc2c(c1)c(CC(=O)OCC(N)=O)c(C)n2C(=O)c1ccc(Cl)cc1
15. CN(C)CCNc1oc(COc2ccc(Cl)cc2)nc1C#N
16. Cc1cc(N2CCN(C(c3ccccc3)c3ccc(Cl)cc3)CC2)n2ncnc2n1 (stereo not drawn)

Screen / compound no. | 9 | 10 | 11 | 12 | 13 | 14 | 15 | 16
KKLEB cytotox | 10 | -3 | 3 | 3 | -4 | -10 | -1 | 10
NR5A2 inv ag | -4 | -1 | -7 | -1 | -3 | 5 | 9 | 20
TWEAK-Fn14 inh | 2 | -11 | -27 | 8 | -7 | 25 | 18 | -7
SRC2 inh | -9 | -3 | 18 | -4 | -9 | -33 | -21 | -12
CF NFkB inh | -6 | -21 | -8 | 1 | -9 | 12 | 0 | 1
TRAIL sens C8 | 7 | -8 | 0 | 13 | -2 | -2 | -3 | 4
TROY signal inh | -20 | 6 | 12 | -10 | 14 | 54* | 4 | 2
SRC1 inh | -7 | -3 | 2 | -1 | 0 | -3 | -10 | 4
COUP-TFII inh | 20 | -5 | -3 | -18 | -7 | 16 | 5 | 4
NCOA3 inh | 9 | -1 | 3 | -14 | -10 | 10 | 2 | -6
LMP1 NFkB inh | 6 | 2 | 4 | 3 | -5 | 1 | -4 | 8

17. CCc1nnc(NC(=O)c2cc(-c3ccc(C)o3)nc3ccccc23)s1
18. CC(C)CC(=O)Nc1ccccc1-c1nnn(CC(=O)N2CCc3ccccc3C2)n1
19. Cc1csc(NC(=O)c2ccco2)c1C(=O)c1ccccc1
20. COc1ccc(-c2coc3c(C(=O)NC4CCCCC4)cccc23)c(C)c1
21. COCC1CCN(C(=O)CCc2nnc(C3(c4ccc(Cl)cc4)CCC3)o2)C1 (stereo not drawn)
22. CCOC(=O)C1=C(C)c2ccccc2OC1(C)C(=O)OCC (stereo not drawn)
23. CCOC(=O)c1c(C)[nH]c(C(=O)OCC(=O)c2ccc3c(c2)NC(=O)CO3)c1C
24. N#Cc1cccc(NC(=O)c2cncn2-c2ccccc2)c1

Screen / compound no. | 17 | 18 | 19 | 20 | 21 | 22 | 23 | 24
KKLEB cytotox | 10 | -2 | 8 | -28 | 13 | -3 | -1 | 8
NR5A2 inv ag | -1 | -10 | -7 | -7 | -22 | -9 | 21 | 11
TWEAK-Fn14 inh | -3 | 15 | -14 | 26 | -34 | 6 | 11 | -13
SRC2 inh | 4 | 20 | -5 | 1 | -12 | 10 | -4 | 7
CF NFkB inh | -28 | -1 | -8 | 17 | -7 | 6 | 10 | 0
TRAIL sens C8 | 3 | -16 | -2 | 31 | 7 | -5 | 8 | 7
TROY signal inh | 3 | 10 | 16 | 19 | -52 | 4 | -15 | 14
SRC1 inh | 4 | 3 | 8 | 5 | -44 | 11 | 4 | 6
COUP-TFII inh | -7 | 33 | -8 | 29 | -4 | 11 | -8 | 14
NCOA3 inh | -13 | -8 | 2 | 6 | -43 | 7 | 16 | 5
LMP1 NFkB inh | -1 | 10 | -5 | / | -49 | 1 | 9 | 3

25. O=C(Nn1c(=O)[nH]c2ccccc2c1=O)c1ccco1
26. S=C1NC[C@H](c2ccccc2)N1CC1CCCCC1
27. CCOc1ccc(C2c3[nH]c4ccccc4c3CCN2C(=O)Cn2cncn2)cc1 (stereo not drawn)
28. CN(C)S(=O)(=O)c1ccc(C(=O)N2CC(=O)Nc3ccc(F)cc3C2c2ccc(F)cc2)cc1 (stereo not drawn)
29. COC(=O)c1cc2c(s1)CS(=O)C2 (stereo not drawn)
30. O=C(CN1C(=O)/C(=C\c2ccco2)SC1=S)Nc1ccc(O)cc1C(=O)O
31. OCC1CCCCN1C(=S)Nc1cccc(Cl)c1 (stereo not drawn)
32. Cc1ccnc(OC(C(=O)O)C(OCc2ccccc2)(c2ccccc2)c2ccc(C(F)(F)F)cc2)n1 (stereo not drawn)

Screen / compound no. | 25 | 26 | 27 | 28 | 29 | 30 | 31 | 32
KKLEB cytotox | 10 | -1 | -8 | -1 | 2 | 6 | 16 | 5
NR5A2 inv ag | 13 | 10 | 2 | 1 | -2 | -6 | -19 | 19
TWEAK-Fn14 inh | -3 | 27 | 17 | -9 | -10 | 8 | -20 | 46
SRC2 inh | -17 | -5 | -3 | 23 | -6 | -19 | -54 | -30
CF NFkB inh | 8 | 5 | 10 | -8 | 1 | -4 | -10 | 4
TRAIL sens C8 | 0 | -7 | -3 | -4 | -9 | 14 | -26 | -9
TROY signal inh | 5 | 23 | 17 | -18 | -3 | 11 | -15 | 41
SRC1 inh | -12 | -10 | 24 | 1 | -15 | 16 | -33 | 8
COUP-TFII inh | -5 | 6 | -2 | -13 | 8 | 10 | 10 | 47*
NCOA3 inh | -10 | 4 | 17 | 6 | -9 | 2 | -3 | 35
LMP1 NFkB inh | -7 | -6 | -4 | -5 | -9 | -1 | -1 | 6

33. CCOc1ccccc1N1CC(C(=O)N(CC)CC(=O)Nc2ccc3c(c2)OCCO3)CC1=O (stereo not drawn)
34. CC(C)(C)C(=O)NC1CCN(C(=O)N2CCCC2)CC1
35. Cc1ccc(Nc2nc3nonc3nc2N(C)C)cc1
36. CCOC(=O)N1CCN(C(=O)CN(C2CCCCC2)S(C)(=O)=O)CC1
37. CCOc1cccc(C=Nc2cc(C)cc(C)c2O)c1O
38. CCn1c(=O)c(C(=O)NCc2ccc(OC)cc2)c(O)c2ccccc21
39. COc1ccccc1-c1n[nH]nc1C1=CC(=O)C[C@H](c2ccc(F)cc2)C1
40. O=C(O)CCC(=O)Nc1ccc2c(c1)Cc1cc(NC(=O)CCC(=O)O)ccc1-2

Screen / compound no. | 33 | 34 | 35 | 36 | 37 | 38 | 39 | 40
KKLEB cytotox | -5 | -4 | 2 | -2 | -3 | -3 | -4 | -14
NR5A2 inv ag | 30 | -4 | 39 | -3 | -8 | -7 | -22 | -17
TWEAK-Fn14 inh | -8 | 0 | -1 | -13 | -2 | 25 | 1 | 1
SRC2 inh | 7 | -17 | -17 | -9 | 11 | -35 | -18 | 3
CF NFkB inh | 26 | -3 | -7 | 8 | -7 | 6 | 16 | 1
TRAIL sens C8 | 0 | 19 | -5 | 6 | -2 | -14 | -9 | -10
TROY signal inh | 10 | 5 | 8 | 12 | -26 | -5 | -5 | 6
SRC1 inh | -5 | 9 | -3 | -12 | -8 | -3 | -17 | -32
COUP-TFII inh | 17 | 1 | -10 | 11 | -2 | -1 | -4 | 13
NCOA3 inh | 8 | 0 | 21 | -2 | 4 | 3 | 3 | 12
LMP1 NFkB inh | 6 | 0 | 5 | 3 | 0 | -6 | -4 | -4

Records 34–40 of the list above:
34. CC(C)(C)C(=O)NC1CCN(C(=O)N2CCCC2)CC1
35. Cc1ccc(Nc2nc3nonc3nc2N(C)C)cc1
36. CCOC(=O)N1CCN(C(=O)CN(C2CCCCC2)S(C)(=O)=O)CC1
37. CCOc1cccc(C=Nc2cc(C)cc(C)c2O)c1O
38. CCn1c(=O)c(C(=O)NCc2ccc(OC)cc2)c(O)c2ccccc21
39. COc1ccccc1-c1n[nH]nc1C1=CC(=O)C[C@H](c2ccc(F)cc2)C1
40. O=C(O)CCC(=O)Nc1ccc2c(c1)Cc1cc(NC(=O)CCC(=O)O)ccc1-2

Screen / compound no. | 34 | 35 | 36 | 37 | 38 | 39 | 40
KKLEB cytotox | -4 | 2 | -2 | -3 | -3 | -4 | -14
NR5A2 inv ag | -4 | 39 | -3 | -8 | -7 | -22 | -17
TWEAK-Fn14 inh | 0 | -1 | -13 | -2 | 25 | 1 | 1
SRC2 inh | -17 | -17 | -9 | 11 | -35 | -18 | 3
CF NFkB inh | -3 | -7 | 8 | -7 | 6 | 16 | 1
TRAIL sens C8 | 19 | -5 | 6 | -2 | -14 | -9 | -10
TROY signal inh | 5 | 8 | 12 | -26 | -5 | -5 | 6
SRC1 inh | 9 | -3 | -12 | -8 | -3 | -17 | -32
COUP-TFII inh | 1 | -10 | 11 | -2 | -1 | -4 | 13
NCOA3 inh | 0 | 21 | -2 | 4 | 3 | 3 | 12
LMP1 NFkB inh | 0 | 5 | 3 | 0 | -6 | -4 | -4

(further entries)
41. COC(=O)CCC(=O)OC1(C)C(=O)C2=CN(CCCOC(C)C)C(c3ccc(OC)cc3)=CC2=C(Br)C1=O (stereo not drawn)
42. O=C(COC(=O)c1ccccc1NCCO)NCc1cccs1
43. O=C(CCc1nc(-c2ccccc2)c(-c2ccccc2)o1)OCc1ccc(Br)cc1
44. COC(=O)c1scc(C)c1NC(=O)Nc1ccccc1

Screen / compound no. | 41 | 42 | 43 | 44
KKLEB cytotox | -15 | 15 | 11 | 6
NR5A2 inv ag | 7 | -8 | 6 | 18
TWEAK-Fn14 inh | 1 | 44 | 6 | -4
SRC2 inh | / | 0 | -17 | -11
CF NFkB inh | 3 | 2 | -16 | -7
TRAIL sens C8 | 6 | 9 | -3 | 4
TROY signal inh | 11 | 11 | -4 | 3
SRC1 inh | -12 | -29 | 3 | -12
COUP-TFII inh | / | -20 | 4 | -16
NCOA3 inh | -12 | 5 | 4 | -2
LMP1 NFkB inh | 1 | -3 | 3 | 0
